# High-throughput results as filed in PubChem BioAssay.
# NOD2 RIPK2 PPI – blocks binding of human NOD2 to RIPK2; CHO BLA complementation NOD2-RIPK2, CCF4 ratio; inhibition, % at 4.98 µM; 0.38% of 360,000 active; AID 624267; in the data active = inhibition above about 21%;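 note: 0% = vehicle only and 100% = reference blocker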
# MC4R barr agon – activates human MC4R beta-arrestin recruitment | P32245 | U2OS MC4R beta-arrestin complementation, luminescence; percent of melanotan II response, DMSO zero | activation, % at 8.9 µM | 0.98% of 360,000 active | AID 540308;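 active = activation above a per-plate cutoff, the mean activation of sample wells on that plate plus 3 SD, cut at about 8% in these data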
# TLR9-MyD88 inh – blocks human TLR9 binding to MyD88. Q9NR96+Q99836. CHO BLA complementation TLR9-MyD88, CCF4 FRET ratio. inhibition, % at 4.98 µM. 0.21% of 340,000 active. AID 504734;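 active = inhibition above the mean over all tested compounds plus 3 SD, cut at about 21% in these data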;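 note: 0% = DMSO only wells and 100% = clavulanate BLA inhibitor control wells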
# ABHD5 PLIN5 PPI – blocks binding of human ABHD5 to perilipin-5; Q00G26+Q8WTS1; Split G. princeps luciferase complementation, luminescence, 4 h; inhibition, % at 4 µM; 0.78% of 360,000 active;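 active = inhibition above the mean inhibition across every tested compound plus 3 SD, cut at about 22% in these data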;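 note: 0% = DMSO only wells and the 100% control is not disclosed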
# Target sequence (Q00G26 whole entry, looked up): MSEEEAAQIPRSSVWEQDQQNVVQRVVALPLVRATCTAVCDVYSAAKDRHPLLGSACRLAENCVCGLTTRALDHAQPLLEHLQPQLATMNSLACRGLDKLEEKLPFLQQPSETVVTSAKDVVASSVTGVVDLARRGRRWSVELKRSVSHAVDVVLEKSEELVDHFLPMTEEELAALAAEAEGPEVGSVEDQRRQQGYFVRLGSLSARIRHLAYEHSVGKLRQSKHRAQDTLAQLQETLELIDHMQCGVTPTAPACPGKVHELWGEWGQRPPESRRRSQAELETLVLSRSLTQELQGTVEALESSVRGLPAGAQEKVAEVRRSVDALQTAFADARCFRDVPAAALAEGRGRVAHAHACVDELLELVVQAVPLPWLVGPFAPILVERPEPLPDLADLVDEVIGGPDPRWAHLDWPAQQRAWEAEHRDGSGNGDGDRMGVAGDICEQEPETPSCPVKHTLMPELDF
# Target sequence (Q8WTS1 whole entry, looked up): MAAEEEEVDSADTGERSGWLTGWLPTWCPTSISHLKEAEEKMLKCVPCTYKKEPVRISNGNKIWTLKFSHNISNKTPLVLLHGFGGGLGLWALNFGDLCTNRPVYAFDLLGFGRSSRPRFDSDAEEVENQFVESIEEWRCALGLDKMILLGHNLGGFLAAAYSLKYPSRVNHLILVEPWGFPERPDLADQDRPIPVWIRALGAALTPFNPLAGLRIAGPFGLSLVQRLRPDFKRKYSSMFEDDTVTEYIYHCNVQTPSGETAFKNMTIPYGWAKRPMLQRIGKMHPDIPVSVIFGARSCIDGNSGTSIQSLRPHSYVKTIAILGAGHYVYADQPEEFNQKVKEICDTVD
# SRC3 inh – inhibitors of human steroid receptor coactivator 3 (SRC3) | Q9Y6Q9 | HEK293 GAL4-SRC3 luciferase reporter, luminescence | inhibition, % at 3.6 µM | 0.17% of 360,000 active;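 active = inhibition above a per-campaign cutoff, the mean of all compounds plus 3 SD, cut at about 60% in these data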;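 note: 0% = DMSO-treated cells and 100% = gossypol-treated cells at 36 µM; higher means less SRC3-driven luciferase light from the GAL4 reporter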
# EBV LMP1 NFkB – Epstein-Barr LMP1 NF-kappaB reporter inhibition. LMP1-induced NF-kappaB luciferase reporter cells, luminescence. inhibition, % at 12.5 µM. 0.69% of 350,000 active. AID 504558; in the data active = inhibition above about 41%;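 note: 0% = neutral control wells and 100% = reference inhibitor control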
# NCOA1 inh – inhibits human SRC1 coactivator. HEK293 GAL4-SRC1 luciferase reporter, luminescence. inhibition, % at 3.6 µM. 0.12% of 360,000 active;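 active = inhibition above the campaign mean plus 3 SD, with each screening campaign given its own cutoff, cut at about 60% in these data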;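 note: 0% = DMSO treated cells and 100% = gossypol at 36 µM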
# MC4R antagonist – human MC4R antagonism in cAMP assay; P32245; MC4R-expressing cells, MTII-stimulated cAMP, LANCE TR-FRET; inhibition, % at 6.5 µM; 0.48% of 360,000 active;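 active = inhibition above its plate's cutoff, the mean of tested wells on that plate plus 3 SD, cut at about 29% in these data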;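 note: 0% = Melanotan II alone and 100% = Melanotan II plus saturating MCL0020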
#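 System – human MC4R-expressing U2OS cells · Also added – Melanotan II · Dosing – one concentration, 6.5 µM nominal · Timing – 30-min compound, 1-h challenge, 1-h detection, room temperature · Measured by – Eu-cAMP/anti-cAMP TR-FRET, emission 671 nm · Replicates – singlicate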
# NR2F2 inh – blocks human COUP-TFII nuclear receptor. P24468. HEK293T NGFI-A luciferase reporter, luminescence. AID 686940. inhibition, % at 8.6 µM. 0.7% of 370,000 active;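 active = inhibition above a per-plate cutoff, mean inhibition of test wells between control levels plus 3 SD, cut at about 38% in these data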;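 note: cells cotransfected with COUP-TFII expression vector driving the NGFI-A reporter; 0% = median of COUP-TF2 test wells and 100% = reporter-only cells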
# SRC2 inh – human SRC2 (NCOA2) inhibition; Q15596; HEK293 GAL4-SRC2 luciferase reporter, luminescence; 0.17% of 370,000 active; inhibition, % at 9 µM;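 active = inhibition above the mean inhibition of all tested compounds plus 3 SD, set per campaign, cut at about 52% in these data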;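 note: 0% = DMSO treated cells and 100% = cells given Gossypol at 36 µM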
# NR5A2 inv ag – inverse agonists of human LRH-1 (NR5A2). HEK293T StAR-luciferase reporter, LRH-1 transfected, 24 h. AID 602396. O00482. 0.13% of 360,000 active. inhibition, % at 3.6 µM;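 active = inhibition above the mean inhibition of all tested compounds plus 3 SD, cut at about 73% in these data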;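 note: 0% = DMSO wells and 100% = reporter-only cells lacking LRH-1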
# * marks the source's active call; other numbers are inactive results; nt = not tested or not shown. The list is partial; rates above refer to the full screens.
SMILES,NOD2 RIPK2 PPI,MC4R barr agon,TLR9-MyD88 inh,ABHD5 PLIN5 PPI,SRC3 inh,EBV LMP1 NFkB,NCOA1 inh,MC4R antagonist,NR2F2 inh,SRC2 inh,NR5A2 inv ag
Cc1ccc(N2CCN(CCc3ccccc3)CC2)cc1,2,0.1,-5,-7,-25,-5,-3,14,nt,nt,-1
CC(=O)Nc1ccc(C(=O)OCC(=O)Nc2ccc(Cl)cc2C(=O)c2ccccc2)cc1,-6,-0.4,-5,-4,0,-1,-9,5,5,-29,16
O=C(O)c1nonc1-c1nonc1C(=O)O,7,-3.0,4,-2,-3,-2,12,1,-2,-11,0
Cc1cccc(-n2c(CN3C(=O)c4ccccc4C3=O)nc3ccccc3c2=O)n1,-7,-0.8,2,-3,1,-6,-16,1,-10,0,16
CCOC(=O)C1CN(C)CCC1=O (stereo not given),4,-1.6,-3,1,21,-6,12,0,18,-5,12
O=P(Nc1cccnc1)(Oc1ccccc1)Oc1ccccc1,-5,-0.6,4,0,22,14,2,0,-3,-4,-8
N#CC12CC(=O)N1Cc1cnnn1-c1ccccc12 (stereo not given),-23,nt,nt,7,13,nt,0,nt,8,-2,6
O=P(NS(=O)(=O)c1ccccc1)(Oc1ccccc1)Oc1ccccc1,-1,-0.8,3,-9,7,8,2,2,7,10,14
Cc1ccccc1-n1c(O)c(C=NCCN2CCOCC2)c(=O)[nH]c1=O,5,-0.6,10,0,18,-1,-2,-1,4,-1,6
CCCCOc1nc2ccccc2c(=O)n1-c1ccccc1,-8,2.2,-5,-2,19,4,-1,9,10,30,22
CN1CCN(C(=O)COc2ccc3ccccc3c2Br)CC1,10,-2.7,-1,8,-4,-3,6,9,12,-19,-3
NS(=O)(=O)c1ccc(N=Cc2c(O)n(-c3ccccc3)c(=O)[nH]c2=O)cc1,-5,-0.5,nt,21,-18,3,-13,1,2,-12,3
CC(=O)N1CCN(c2ccc([N+](=O)[O-])cc2C=C2C(=O)NC(=O)NC2=O)CC1,-3,1.4,4,0,-3,0,6,-1,15,-8,-6
CCC(C)n1c(O)c(C=NCCN2CCOCC2)c(=O)[nH]c1=S (stereo not given),-8,1.2,2,2,25,4,0,-5,9,-10,0
COc1cc([N+](=O)[O-])c2nc(C)ccc2c1[N+](=O)[O-],-4,0.4,-14,1,-1,-30,-12,3,9,-13,1
CC1(C)C2SCC(=O)N2CCN1CC(=O)NN (stereo not given),7,-0.8,7,-4,10,1,-14,-1,-1,11,9
c1ccc2c(CNC3CCCCCC3)c[nH]c2c1,9,-3.1,7,1,5,20,3,20,0,3,25
O=C1C2CCCC1C(N1CCCCC1)CC2 (stereo not given),3,0.0,-5,7,11,4,-13,1,-11,13,9
CC1CCSP(=O)(Oc2ccccc2)O1 (stereo not given),-8,-0.6,-1,-20,18,2,-4,0,-2,-3,7
C[C@]12C[C@H](O)[C@@H](O)C[C@@H]1CC[C@@H]1[C@@H]2CC[C@]2(C)C(=O)CC[C@@H]12,-6,1.0,nt,1,8,nt,5,-4,9,8,3
Cc1ccccc1O,2,-0.3,-12,3,8,2,-6,6,3,6,-6
CC(C)CCNC(=O)c1c(N)n(Cc2ccc3c(c2)OCO3)c2nc3ccccc3nc12,-8,13*,-8,-13,18,-16,6,-4,13,-2,19
CCCCCn1c(=O)c(C(=O)NCc2ccccc2Cl)c(O)c2ccccc21,-2,-2.5,-13,-5,8,12,10,-5,16,1,9
COC(=O)C1=C(c2c(C)noc2C)C[C@@H]2CC[C@H]1N2C(=O)NCc1ccc(F)cc1,0,-0.9,7,7,-18,0,-6,3,-1,-6,-9
CC(C)OP(=O)(Oc1ccc(C(O)C(Cl)(Cl)Cl)cc1)OC(C)C (stereo not given),1,0.1,-2,-4,11,-2,0,-2,7,12,19
CSc1nnc([C@@H](N)Cc2c[nH]c3ccccc23)o1,0,-1.0,2,3,-13,-9,-8,9,-7,-15,-4
COC(=O)C1=C(c2ccccc2)C[C@@H]2CC[C@H]1N2C(=O)NC1CCCCC1,0,0.5,3,-2,14,-4,9,-1,-9,-8,-14
CCCCNc1ccncc1S(=O)(=O)NC(=O)NC(C)C,-2,-1.4,-8,9,2,6,-20,17,-5,-14,-14
COC(=O)C(O)(c1ccc(NC(=S)NC(=O)c2ccccc2)cc1)C(F)(F)F (stereo not given),4,-2.4,2,-1,9,-1,2,5,11,-9,8
CC1(C)CC(=O)C(C=NCCN2CCN(C(=O)Cc3ccc(Cl)cc3)CC2)=C(O)C1,0,-1.9,2,7,3,1,9,10,-10,12,11
O=c1c2ccccc2nc(/C=C/c2ccccn2)n1-c1ccccc1,-3,-1.6,-2,0,-7,6,6,-4,5,7,9
COC(=O)[C@@H]1N=C(c2ccc(OC)cc2)O[C@]12C(=O)N(Cc1ccc(OC)cc1)c1ccccc12,3,nt,nt,5,nt,nt,nt,nt,8,9,-41
CC(NCC#Cc1ccccc1)C(O)c1ccccc1 (stereo not given),3,-2.0,-4,2,-44,1,-24,6,-31,-3,3
Cc1cccc(NP(=O)(Oc2ccccc2F)Oc2ccccc2F)c1C,-8,-0.7,-3,-1,26,0,-16,-3,-5,-16,22
COc1ccc(-n2c(/C=C/c3ccc(O)cc3)nc3ccccc3c2=O)cc1,16,0.9,-3,0,7,0,9,7,7,-1,17
CCCCn1c(O)c(/C=N/NC(=O)c2ccncc2)c(=O)[nH]c1=O,-1,-1.6,0,-5,9,-5,-2,-2,8,0,3

# Looked up above.
# SRC2 inh, CCCCn1c(O)c(/C=N/NC(=O)c2ccncc2)c(=O)[nH]c1=O : 0
# NCOA1 inh, COc1ccc(-n2c(/C=C/c3ccc(O)cc3)nc3ccccc3c2=O)cc1 : 9

# (listing goes on)
SMILES,NOD2 RIPK2 PPI,MC4R barr agon,TLR9-MyD88 inh,ABHD5 PLIN5 PPI,SRC3 inh,EBV LMP1 NFkB,NCOA1 inh,MC4R antagonist,NR2F2 inh,SRC2 inh,NR5A2 inv ag
CCCCCCC(=O)N/N=C/c1c(O)n(CCc2ccccc2)c(=O)[nH]c1=O,-2,4.1,-13,-3,20,29,-10,14,1,17,5
CCC(C)n1c(O)c(C=NCC2CCCO2)c(=O)[nH]c1=S (stereo not given),3,-1.7,9,10,3,4,-4,-4,-9,4,16
CN1C(=O)/C(=C/c2ccc(Cl)s2)C(=O)NC1=S,0,0.7,-6,-6,-7,-4,3,27,-8,-9,-7
CC(C)OC12Oc3ccccc3C=C1N1CCC2CC1 (stereo not given),-17,-1.6,-3,6,-13,2,3,1,1,-6,2
CNC(C(=O)c1ccccc1)C(OC)c1ccccc1 (stereo not given),0,-0.4,-2,5,-3,-2,2,9,11,1,3
CC(=O)NC(C)Cc1ccccc1 (stereo not given),0,-2.8,-3,2,2,2,4,11,-5,7,5
COC(=O)C1=C(c2ccc(OCc3ccccc3)cc2)C[C@@H]2CC[C@H]1N2C(=O)NCc1ccc(Cl)cc1,-9,-0.5,-1,-8,8,-3,9,4,-12,-8,-14
CCCCn1c(O)c(C(CC)=NCCc2ccccc2)c(=O)[nH]c1=O,3,0.1,4,-1,2,-6,-4,-1,16,-11,-17
CC(C)CN1CCN(Cc2ccccc2C(F)(F)F)CC1CCO (stereo not given),5,-2.0,1,-3,14,2,-5,1,3,-17,14
COC(=O)C1=C(c2ccc(F)cc2F)C[C@@H]2CC[C@H]1N2C(=O)N1CCOCC1,-14,-1.0,-15,-2,17,0,-15,-1,5,-7,13
CCOC(=O)c1ccc2[nH]c(-c3ccc(S(=O)(=O)F)cc3)cc(=O)c2c1,0,0.0,3,-1,10,1,2,15,-12,15,-15
COc1ccccc1N(CC(=O)NC1CCCCC1)C(=O)c1cnn(C(C)C)c1,-2,-0.2,-1,-7,-21,2,8,0,-12,-1,8
Cc1ccc(NC(=O)CCNC(=O)N2C[C@H]3C[C@@H](C2)c2cccc(=O)n2C3)c(C)c1,-8,-0.3,-7,-8,-14,2,-5,8,17,7,-31
O=c1[nH]c(=O)n(-c2ccc(F)cc2)c(O)c1/C=C1\C=Nc2ccccc21,6,0.4,6,20,6,1,-7,-25,-2,-8,11
CCC(=NCCCn1ccnc1)c1c(O)n(-c2ccc(OC)cc2)c(=O)[nH]c1=O,5,3.9,-7,12,-11,-5,9,5,16,-6,5
CC12CN3CC(C)(CN(C1)C31CCOCC1)C2=O,-3,-0.8,10,-4,-10,-1,9,-4,0,2,-16
COc1ccc(CN2CCN(Cc3ccccc3OC)CC2)cc1,-8,-0.7,2,6,8,7,-22,3,23,-5,15
O=C(O)CCC(=O)NCCC1=c2ccccc2=N/C1=C\c1c(O)n(Cc2ccc(F)cc2)c(=S)[nH]c1=O,-5,-1.6,-6,-7,4,-3,-31,-3,17,-48,28
C/C=C/CC#N,2,-0.8,0,2,1,-3,2,-1,6,11,30
COc1ccc(OCC(=O)N2CCN(C/C=C/c3ccccc3)CC2)cc1,-10,-1.0,-1,-2,1,5,6,19,7,-29,-6
C=CCOc1ccc(CC2C(=O)N(C)C(=O)N(C)C2=O)cc1,-5,-0.2,4,2,-17,8,-4,21,10,-1,5
CC1=C(C)CC2(C(=O)NC(=S)NC2=O)C(C)C1 (stereo not given),-11,-1.4,-2,3,-1,-9,-8,0,-13,6,1
CCOc1cccc(CNCCc2c(C)[nH]c3ccc(OC(F)(F)F)cc23)c1O,14,17*,-2,17,23,-19,22,8,51*,26,28
CC(=O)Nc1ccccc1C(=O)OCC(=O)Nc1ncccn1,-1,-3.6,4,-5,4,4,2,4,8,-3,-1
CCc1ccccc1N1C(=O)/C(=C/c2ccc(N3CCN(C)CC3)o2)C(=O)NC1=S,-4,-1.0,2,1,7,-10,-33,9,7,-7,-2
Cc1ccc2nc3c(cc2c1)CC1(C(=O)N(C)C(=O)N(C)C1=O)C1CCCCN31 (stereo not given),-11,-1.2,-5,2,-15,-12,-51,17,-19,-54,-65
CC(=O)[C@H]1CC[C@H]2[C@@H]3CC[C@H]4C[C@H](O)CC[C@]4(C)[C@H]3C(=O)C[C@]12C,7,-1.2,-3,6,-4,-4,0,6,11,-25,1
Cn1c2ccccc2c2c(C(=O)N3CCC4(CC3)OCCO4)cn(C3CCCC3)c(=O)c21,-7,0.7,-5,0,2,-7,0,-10,-7,12,10
CSCCC(c1nnnn1C(C)(C)C)N1CCC2(CC1)C(=O)NCN2c1ccccc1 (stereo not given),14,nt,nt,2,3,nt,9,nt,6,8,13
Cc1ccsc1C(=O)C1CCCN(Cc2ccccc2O)C1 (stereo not given),-2,-2.3,6,2,22,5,-6,-5,5,7,-3
O=c1[nH]c2ccccc2n1C1CCN(C(c2cccc3ccccc23)c2nnnn2-c2ccc3c(c2)OCCO3)CC1 (stereo not given),6,nt,nt,8,42,nt,34,nt,6,-3,44
